Source: PubChem
MgcRacGAP inhibition: MgcRacGAP GTPase-activating activity inhibitors, confirmation, biochemical, ADP Hunter fluorescence | AID 624330 | MgcRacGAP-stimulated Rac1 GTP hydrolysis, ADP Hunter fluorescence; higher % means a stronger effect; GST-tagged Rac1 F28L mutant substrate | hit rate 0.6% among 340,000 | one-dose inhibition, % at 30 µM; IC50 in µM for titrated hits;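 active means first-screen hits whose inhibition reached a set limit at any dose in the follow-up dose series; inconclusive means inhibition above the set first-screen limit but never retested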;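 further: fluorescence reports GDP produced by GAP-driven GTP hydrolysis; strong numbers were not always called active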
T cell HTS: T cell immune modulators affecting CD8 T cell-vesicle binding | 2C CD8+ T cell-vesicle binding, flow cytometry; hits give low values | hit rate 0.068% among 330,000 | calls only at 7 µM;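 active means response, share of CD8 T cells binding vesicles, and their 90th percentile fluorescence all below set limits, cut at about 80% in these data, passing the limit was not always enough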
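Test system: purified 2C TCR transgenic mouse naive CD8+ T cells. Probe or stimulus: QL9-peptide-loaded Drosophila micro-vesicles bearing Ld, ICAM-1 and B7-1. Incubation: binding step 1.5 h, 37 °C, antibody labelling 20 min, ice. Measured by: flow cytometry of vesicle-bound cells.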
Dengue-2 NS5 capping: Dengue-2 NS5 methyltransferase inhibitors, primary screen, biochemical, confirmation dose response (AID 588689) | Dengue-2 NS5 methyltransferase capping enzyme assay, biochemical; higher % means a stronger effect | inhibition, % at 25 µM; hits with a dose series show IC50 in µM | hit rate 0.3% among 340,000; in the data active means a potency from the dose series; inconclusive means inhibition above about 29% without an active follow-up result
NTR1 agonist: agonists of NTR1, primary screen, imaging, U2OS cells, beta-arrestin-GFP, high content (AID 493036) | activation, % at 20 µM | NTR1-U2OS beta-arrestin-GFP spot imaging, agonist mode | P30989 | hit rate 0.17% among 330,000;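 active means activation at or above 40% of the spot to cytoplasm intensity ratio, with at least 20 cells analyzed; inconclusive means wells under 20 cells, flagged as cytotoxic or low count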;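 further: 0% = DMSO without peptide and 100% = 100 nM NTR1 peptide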
Target sequence (P30989 whole entry, looked up): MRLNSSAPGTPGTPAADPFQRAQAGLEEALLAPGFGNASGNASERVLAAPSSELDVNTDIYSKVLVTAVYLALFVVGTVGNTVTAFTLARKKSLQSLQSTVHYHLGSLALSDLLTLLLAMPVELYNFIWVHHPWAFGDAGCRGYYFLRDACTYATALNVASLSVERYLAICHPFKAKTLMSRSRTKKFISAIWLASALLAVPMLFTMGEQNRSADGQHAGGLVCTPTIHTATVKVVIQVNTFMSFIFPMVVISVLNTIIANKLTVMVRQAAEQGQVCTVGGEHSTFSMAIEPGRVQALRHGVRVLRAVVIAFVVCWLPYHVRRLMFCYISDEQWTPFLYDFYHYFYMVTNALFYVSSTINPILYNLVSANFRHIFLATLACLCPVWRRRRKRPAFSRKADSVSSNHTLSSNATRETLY
SV40 large T antigen: SV40 large T antigen inhibitors, biochemical (AID 1903); SV40 large T antigen ATPase/helicase inhibition assay; higher % means a stronger effect; one-dose inhibition, % at 20 µM; IC50 in µM for titrated hits; hit rate 0.39% among 310,000; in the data active means a potency from the dose series; inconclusive means inhibition mostly from about 32% at the one dose, without a potency; inactive means the rest, 99 in 100 with inhibition below about 32%; further: strong numbers were not always called active
K1F lysis inhibition: inhibition of K1F phage lysis, E. coli UTI89, bacterial capsule biogenesis inhibitors, alamar blue (AID 488966) | hit rate 0.02% among 340,000 | E. coli UTI89 K1F phage lysis, alamar blue, 2 h; higher % means a stronger effect | inhibition, % at 100 µM, or IC50 in µM where a hit was titrated;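 active means phage lysis inhibition, versus mean bacterial control, above a set limit; inconclusive means no clear call, values can overlap the other calls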;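 further: capsule biogenesis inhibitors block K1F phage lysis so surviving cells raise fluorescence; higher fluorescence means more inhibition of phage lysis; actives were called in the ten point dose series up to 300 µM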
West Nile antiviral: West Nile virus antiviral activity, cell-based, CPE readout (AID 1621). West Nile virus-infected cells, CPE inhibition; higher % means a stronger effect. hit rate 0.02% among 290,000. CPE inhibition, % at 10 µM, or IC50 in µM where a hit was titrated; in the data active means a potency from the dose series; inconclusive means CPE inhibition mostly from about 3.7% at the one dose, without a potency; inactive means the rest, 99 in 100 with CPE inhibition below about 2.2%; further: strong numbers were not always called active
RSV CPE inhibition: inhibition of RSV-induced cytopathic effect – HEp-2 cells, primary 10 µM value included (AID 2391). HEp-2 cells, RSV-induced CPE inhibition; higher % means a stronger effect. hit rate 0.13% among 310,000. CPE inhibition, % at 10 µM, or IC50 in µM where a hit was titrated; in the data active means a potency from the dose series; inconclusive means CPE inhibition mostly from about 23% at the one dose, without a potency; inactive means the rest, 99 in 100 with CPE inhibition below about 21%; further: strong numbers were not always called active
PhoP inhibition: inhibitors of PhoP regulon expression, primary screen, Salmonella Typhimurium, GFP reporter (AID 1863); inhibition, % at 50 µM, or IC50 in µM where a hit was titrated; hit rate 0.16% among 300,000; S. Typhimurium PhoP-regulated promoter GFP reporter, 4 h; higher % means a stronger effect;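 active means inhibition over 29.93%, a cutoff 3 SD above the screen mean, later confirmed by dose response; inconclusive means inhibition over 29.93% but no dose response follow-up; inactive means inhibition at most 29.93% or unconfirmed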;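 further: 0% = low Mg2+ inducing control and 100% = high Mg2+ repressing control; strong numbers were not always called active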
T cell HTS vesicle-bound %: recorded beside T cell HTS, whose call it bears; double positive events, %; measured here: CD8+ vesicle-bound cell fraction;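 binding gate set so that unloaded-vesicle control wells show 10% double positive cells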
NTR1 agonist cell count 20 µM: recorded beside NTR1 agonist, whose call it bears; cell count; measured here: cell count, cytotoxicity flag
Dengue-2 NS5 capping pilot replicate: also measured in Dengue-2 NS5 capping; calls as there; inhibition, %; measured here: pilot screen replicate inhibition
Active calls of the source: *; i = inactive; ? = inconclusive; . = no result given; [ ] = remark or other dose. The order is random; overall some 1.5% were active at least once.

SMILES	MgcRacGAP inhibition	T cell HTS	T cell HTS vesicle-bound %	Dengue-2 NS5 capping	NTR1 agonist	NTR1 agonist cell count 20 µM	SV40 large T antigen	K1F lysis inhibition	West Nile antiviral	RSV CPE inhibition	PhoP inhibition	others
O=S(=O)([N-]c1nc2ccccc2nc1-n1cc[n+](Cc2ccccc2)c1)c1ccc(Cl)cc1	.	i	16	.	2.9	67	16%	.	0.0%	0.8%	-6%
C=CCn1c(C)cc(C(=O)CSc2nnc(-c3cccc(S(=O)(=O)N(CC)CC)c3)o2)c1C	5%	i	25	2%	4.4	66	4%	0.4%	.	1.7%	-19%
C[C@@H](C(=O)Nc1ccc2ccccc2c1)[C@H]1C[C@]1(C)[C@H](NS(=O)(=O)c1ccccc1)c1ccccc1	.	i	24	.	3.5	52	8%	.	-1.1%	31%	6%
Cc1ccc(NC(=O)COC(=O)CCC(=O)c2cccs2)cc1S(=O)(=O)N1CCOCC1	-8%	i	24	7%	-2.1	85	14%	-0.5%	-0.3%	0.4%	10%
CCOc1ccc(C(=O)NCC(=O)OCc2nnc(-c3ccccc3)o2)cc1OCC	4%	i	41	-8%	6.4	53	.	1.7%[50 µM]	.	0.1%	.
CCOC(=O)c1c(C)n(C)c2ccc(OC)c(NC(=O)CN3CCN(C4CCCCC4)CC3)c12	10%	i	57	-4%	0.8	83	8%	-0.3%	1.1%	-1.9%	-7%
COc1ccc(-c2[nH]c(-c3cccc(OC)c3)nc2SCC(=O)NCc2ccco2)cc1	5%	i	46	-3%	0.5	86	5%	0.1%	0.4%	0.7%	-9%
O=C(Nc1ccc(F)c(Cl)c1)C1CCCN(c2cnccn2)C1 (centres undefined)	9%	i	39	4%	0.0	77	18%	0.3%	-0.3%	1.2%	8%
COC(=O)c1ccc(CNC(=O)COC(=O)c2cc(Cl)ccc2O)cc1	3%	i	41	-4%	0.3	72	.	0.9%[50 µM]	.	.	.
CC(CNC(=O)Cn1ccc2cc(S(=O)(=O)N3CCCC3)ccc21)c1ccccc1 (centres undefined)	7%	i	12	-12%	-0.2	49	8%	0.1%	-0.1%	?	-2%
COc1ccc(/C=C2/C(=N)N3N=C(CC(=O)N4CCCC4)SC3=NC2=O)cc1OC	12%	i	18	1%	0.8	59	14%	1.5%	-0.2%	-0.2%	-10%
Cc1ccccc1N1C(=O)C2C3CCC(O3)C2C1=O (centres undefined)	4%	i	60	-3%	0.5	45	9%	0.5%	1.1%	1.9%	-5%	Dengue-2 NS5 capping pilot replicate=3.3
CC(=O)c1ccc(OCCCC(=O)OCC(=O)N2CCN(c3ccccc3)CC2)cc1	10%	i	5	-1%	-1.0	45	2%	1.4%	-0.2%	1.6%	3%
O=c1cc(N2CCc3ccccc3C2)[nH]c(=O)n1Cc1ccc(F)cc1	-2%	i	20	28%	3.6	66	7%	-0.1%	0.5%	0.2%	-4%
O=C(Nc1ccccc1O)C(c1ccccc1)c1ccccc1	9%	i	44	-5%	0.9	94	7%	0.3%	-1.3%	-1.2%	-5%
O=S(=O)(c1ccc(Cl)cc1)N1CCCC(c2nc(-c3ccc(F)cc3)no2)C1 (centres undefined)	0%	i	13	0%	-0.9	85	-1%	-0.5%	.	18%	-1%
Cc1cc(C)c(NC(=O)CN(c2ccccc2)S(=O)(=O)N(C)C)c(C)c1	1%	i	6	-4%	1.4	73	24%	-0.2%	-1.0%	0.2%	8%
Nc1c(C(=O)N/N=C/c2ccc([N+](=O)[O-])cc2)cnn1-c1ccccc1	7%	i	13	-5%	2.1	45	16%	0.6%	-0.3%	0.9%	-4%
CCOC(=O)C(NCc1ccccc1OC)(NC(=O)c1ccccc1)C(F)(F)F (centres undefined)	11%	i	14	-10%	-2.5	72	4%	-2.3%	0.3%	1.6%	1%
Cc1ccc2oc(C(=O)NCC(c3ccco3)N(C)C)c(C)c2c1 (centres undefined)	8%	i	38	12%	1.1	66	10%	11%	0.0%	-1.2%	-2%
O=C(OCn1ncc(Br)c(Br)c1=O)c1c(F)cccc1F	.	i	35	.	.	.	17%	.	0.0%	-1.5%	15%
COc1cccc(-c2sc3ccc(OC)cc3c2-c2ccc(O)cc2)c1	-1%	i	50	0%	25	47	.	0.9%	.	8.9%	.
Cc1ccc(OC(C)C(=O)Nc2ccncc2)cc1 (centres undefined)	12%	i	59	0%	2.8	71	5%	-0.6%	-0.2%	5.7%	8%
O=C(C1=C(O)C(=O)N(CCCN2CCOCC2)C1c1ccc(Cl)cc1)c1cc2ccccc2o1 (centres undefined)	.	i	22	.	0.5	67	6%	.	-0.1%	3.8%	-6%
CSc1nc2c(c(=O)n1Cc1ccccc1)SC(C)C2 (centres undefined)	3%	i	22	-2%	-0.6	36	19%	0.5%[50 µM]	-0.6%	3.3%	-3%

Next section
SMILES	MgcRacGAP inhibition	T cell HTS	T cell HTS vesicle-bound %	Dengue-2 NS5 capping	NTR1 agonist	NTR1 agonist cell count 20 µM	SV40 large T antigen	K1F lysis inhibition	West Nile antiviral	RSV CPE inhibition	PhoP inhibition	others
COc1ccc(/C=C(\NC(=O)c2ccccc2)C(=O)N2CCCCC2)cc1OC	2%	i	53	0%	-0.3	53	2%	0.1%	-1.2%	2.2%	8%	Dengue-2 NS5 capping pilot replicate=-3.4
CCOc1cc(/C=C2\SC(=N)N(c3nonc3N)C2=O)ccc1OCCN1CCOCC1	-23%	i	38	-2%	-0.7	40	6%	-1.2%	0.4%	4.3%	-1%
O=C(COc1ccc([N+](=O)[O-])cc1)N(C1CCCCC1)C1CCS(=O)(=O)C1 (centres undefined)	0%	i	37	-9%	-0.8	59	9%	0.5%[50 µM]	.	-2.2%	-6%
O=C(NNc1cccc(Cl)c1)c1cccnc1Cl	10%	i	29	-5%	0.0	75	15%	0.5%	-0.6%	5.1%	2%
O=C1CC(C(=O)O)(c2ccccc2)c2cccc(F)c21 (centres undefined)	9%	i	47	-2%	0.2	79	5%	0.3%	0.0%	1.9%	3%
CCOC(=O)C1C(=O)C=C(C)C(C(=O)OCC)C1c1cccc([N+](=O)[O-])c1 (centres undefined)	5%	i	58	0%	1.2	63	6%	7.1%	-1.1%	3.0%	-4%
Cc1ccccc1Cn1c2ccccc2c2cnn(CC(=O)NCCCN3CCN(C)CC3)c(=O)c21	13%	i	7	-1%	0.8	67	2%	0.4%	?	-1.1%	0%
Cc1onc(C(=O)Nc2cccc(C(F)(F)F)c2)c1[N+](=O)[O-]	13%	i	11	0%	1.1	56	0%	0.9%	?	2.7%	2%
O=C(Nc1ccccc1)c1cccc(N2C(=O)C3C4C=CC(C5CC45)C3C2=O)c1 (centres undefined)	10%	i	25	-5%	-0.1	51	28%	0.0%	-0.6%	6.5%	-11%
CCC(=O)N(C)/C=C1\Sc2ccccc2C1=O	3%	i	36	-4%	-0.4	40	-4%	-0.2%[50 µM]	0.0%	0.9%	-11%
CC(=O)c1ccc(NC(=O)[C@@]2(CC(=O)O)CC(/C=C/c3ccccc3)=NO2)cc1	4%	i	17	2%	0.2	88	-4%	1.7%[50 µM]	-0.6%	0.1%	9%
CCOC(=O)c1[nH]cnc1N=Nc1c(O)ccc2ccccc12	6%	i	40	10%	.	.	13%	5.5%	?	0.8%	-7%
C=CCn1c(SCc2nc3ccccc3[nH]2)nnc1-c1ccncc1	9%	.	.	-14%	0.5	52	5%	1.5%	-0.9%	-0.6%	-5%
C[C@@H](OC(=O)N1CCCCC1)[C@H]1O[C@]2(C)CCCC[C@H]1O2	3%	i	18	4%	-0.4	66	.	0.8%	.	0.5%	.
CCN1CCN(c2ncc(C(=O)Nc3cc(Cl)ccc3OC)c3ccccc23)CC1	7%	i	47	-10%	-2.3	60	5%	7.5%	.	-1.1%	-14%
COc1ccc(CC(=O)Nc2ccccc2C(=O)N2CCOCC2)cc1	9%	i	11	-4%	1.6	54	0%	1.1%[50 µM]	0.3%	1.1%	10%
Cc1ccc(S(=O)(=O)N2CCC(CN3C(=O)c4cccc5cccc(c45)C3=O)CC2)cc1	12%	i	29	-4%	0.7	48	-3%	0.5%	-0.5%	11%	-7%
Cc1ccccc1C(=O)Nc1cc(NC(=O)c2ccccc2C)cc(C(=O)O)c1	10%	i	57	1%	1.2	69	28%	0.2%	0.3%	2.9%	-3%
CC(C)OC(=O)CC1=NC(=O)CS1	12%	i	12	8%	0.4	50	1%	0.5%	0.1%	1.5%	-5%
Cc1ccc(NC(=O)CC2NCCN(Cc3ccccc3)C2=O)cc1 (centres undefined)	.	i	24	.	1.2	52	1%	.	-0.3%	.	-1%
O=C(CC1NCCc2ccccc21)Nc1ccc(Oc2ccccc2)cc1 (centres undefined)	5%	i	48	-6%	3.6	103	7%	5.5%	-1.5%	-1.1%	1%
CC(C)NC(=O)N(C)C[C@H]1Oc2ccc(NC(=O)Cn3cnnn3)cc2C(=O)N([C@H](C)CO)C[C@@H]1C	3%	i	9	-3%	3.5	58	.	0.0%	.	.	.	Dengue-2 NS5 capping pilot replicate=-3.4
O=C(O)C1CC=CCC1C(=O)NCCc1cccc(Cl)c1 (centres undefined)	-2%	i	34	6%	1.3	60	-3%	-1.9%	0.0%	0.6%	-1%
CC(=O)Nc1ccc(SC[C@H](CC(C)C)N2CCN(CCc3ccccc3)CCC2=O)cc1	8%	i	14	3%	-2.2	78	23%	0.2%	-0.5%	-1.5%	0%
O=C(O)c1ccc(Nc2nc(-c3ccccc3)cs2)cc1	13%	i	57	10%	2.4	60	28%	0.0%	0.7%	3.5%	-7%
CCCC(=O)NCCCCNC(=O)CCC	13%	i	54	0%	-1.0	41	1%	0.0%	-0.2%	0.5%	7%

Compounds above containing a thiophene ring, fused or not:
SMILES	MgcRacGAP inhibition	T cell HTS	T cell HTS vesicle-bound %	Dengue-2 NS5 capping	NTR1 agonist	NTR1 agonist cell count 20 µM	SV40 large T antigen	K1F lysis inhibition	West Nile antiviral	RSV CPE inhibition	PhoP inhibition	others
Cc1ccc(NC(=O)COC(=O)CCC(=O)c2cccs2)cc1S(=O)(=O)N1CCOCC1	-8%	i	24	7%	-2.1	85	14%	-0.5%	-0.3%	0.4%	10%
COc1cccc(-c2sc3ccc(OC)cc3c2-c2ccc(O)cc2)c1	-1%	i	50	0%	25	47	.	0.9%	.	8.9%	.
